# Assay outcomes: PubChem, several laboratories
# M5 antag = CHRM5 antagonism in calcium assay. P08912. CHO-hM5 cells, Fluo-8 calcium fluorescence, ACh EC80. inhibition, % at 3 µM. hit rate 0.59% among 360,000. AID 624040;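 active = inhibition above a per-plate cutoff, the mean of that plate's test compounds plus 3 SD, cut at about 27% in these data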;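 also: 0% = acetylcholine EC80 with DMSO and 100% = DMSO without agonist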
# Target sequence (P08912 whole entry, looked up): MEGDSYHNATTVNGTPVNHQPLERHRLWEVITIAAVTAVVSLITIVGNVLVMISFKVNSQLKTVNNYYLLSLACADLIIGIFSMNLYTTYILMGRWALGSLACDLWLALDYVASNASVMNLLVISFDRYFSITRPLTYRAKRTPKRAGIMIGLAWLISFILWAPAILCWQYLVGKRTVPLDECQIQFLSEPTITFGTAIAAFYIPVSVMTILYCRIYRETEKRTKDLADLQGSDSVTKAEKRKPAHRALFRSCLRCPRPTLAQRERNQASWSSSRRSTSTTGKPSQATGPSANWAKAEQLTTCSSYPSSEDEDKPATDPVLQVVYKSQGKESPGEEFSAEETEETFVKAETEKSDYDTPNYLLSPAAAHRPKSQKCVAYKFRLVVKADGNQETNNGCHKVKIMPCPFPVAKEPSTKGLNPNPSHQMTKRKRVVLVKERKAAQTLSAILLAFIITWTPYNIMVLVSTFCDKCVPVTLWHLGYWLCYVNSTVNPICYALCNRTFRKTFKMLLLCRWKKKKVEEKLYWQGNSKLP
# CHRM5 agonist = CHRM5 agonism in calcium assay. P08912. CHO-K1 hM5 cells, Fluo-8 calcium fluorescence; 0% DMSO wells, 100% maximal acetylcholine response. activation, % at 3 µM. hit rate 0.19% among 360,000. AID 624037;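 active = activation above the run's mean over test compounds plus 3 SD, cut at about 23% in these data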;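 also: signal is peak over basal fluorescence ratio across the kinetic read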
# CRFR2-BP ag = CRF-BP/CRF-R2 complex agonism; HEK293 CRF-R2/CRF-BP, calcium dye fluorescence (FLIPR); percent of saturating CRF peptide response; activation, % at 13.2 µM; hit rate 0.46% among 350,000;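 active = activation of at least 50%, plus an integration ratio under a set limit after plate pattern correction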;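 also: plate controls were neutral control wells without compound for no effect and CRF at EC100 for full effect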
# CHRM1 antagonist = blocks human M1 muscarinic receptor | P11229 | CHO-K1 hM1, Fluo-8 calcium fluorescence, ACh EC80 antagonist | inhibition, % at 3 µM | hit rate 1.3% among 360,000;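 active = percent inhibition above its own plate's cutoff, namely the mean of that plate's compound wells plus 3 SD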;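 also: peak over basal fluorescence ratio during 140 s after agonist addition; 0% = ACh EC80 plus DMSO and 100% = DMSO alone without agonist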
# CHRM4 antagonist = blocks acetylcholine activation of human M4 receptor. CHO-hM4 cells, ACh EC80, Fluo-8 calcium fluorescence. hit rate 0.73% among 360,000. inhibition, % at 3 µM;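 active = inhibition above its plate's cutoff, the mean inhibition of sample wells plus 3 SD, cut at about 27% in these data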;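 also: 0% = acetylcholine EC80 with DMSO and 100% = DMSO without agonist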
# Target sequence (P08173 whole entry, looked up): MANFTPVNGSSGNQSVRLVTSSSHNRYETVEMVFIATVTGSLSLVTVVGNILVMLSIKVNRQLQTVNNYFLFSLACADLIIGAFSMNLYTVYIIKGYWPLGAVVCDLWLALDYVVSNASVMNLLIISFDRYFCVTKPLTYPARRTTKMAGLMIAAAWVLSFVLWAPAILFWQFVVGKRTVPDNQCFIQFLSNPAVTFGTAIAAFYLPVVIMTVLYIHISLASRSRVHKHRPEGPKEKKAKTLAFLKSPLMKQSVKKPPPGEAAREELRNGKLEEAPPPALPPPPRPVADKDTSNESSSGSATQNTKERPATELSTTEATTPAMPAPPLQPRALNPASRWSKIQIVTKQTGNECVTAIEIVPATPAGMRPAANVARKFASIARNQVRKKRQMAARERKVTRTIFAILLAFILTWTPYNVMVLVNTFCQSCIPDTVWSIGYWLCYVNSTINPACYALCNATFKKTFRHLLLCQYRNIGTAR
# CHRM4 agonist = CHRM4 agonism in calcium assay; P08173; activation, % at 3 µM; AID 624127; CHO-K1 hM4/Gqi5, Fluo-8 calcium fluorescence; vehicle 0%, full acetylcholine response 100%; hit rate 0.14% among 360,000;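 active = activation above the run mean over all test wells plus 3 SD, cut at about 32% in these data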;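 also: peak over basal fluorescence ratio per well then scaled between controls; 0% = DMSO wells and 100% = acetylcholine at EC100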
# CHRM1 PAM = positive allosteric modulators of human M1 muscarinic receptor; activation, % at 3 µM; CHO-K1 hM1, Fluo-8 calcium fluorescence, ACh EC20; 0% = ACh EC20, 100% = maximal ACh; hit rate 0.088% among 360,000; in the data active = activation above about 19%, passing the limit was not always enough
# M5 PAM = CHRM5 positive allosteric modulation; CHO-K1 hM5, Fluo-8 calcium, ACh EC20 PAM; 0% = ACh EC20, 100% = ACh EC100; activation, % at 3 µM; AID 624038; P08912; hit rate 0.3% among 360,000;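 active = activation above the run cutoff, the mean activation of all test compounds plus 3 SD, cut at about 18% in these data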
#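 System – CHO-K1 hM5 cells · Compound – 3 µM, single dose · Incubation – compound preincubation 140 s before EC20 acetylcholine addition · Technique – Fluo-8 calcium fluorescence · Measure – Max/basal fluorescence ratio as % of EC20–EC100 ACh window · Benchmarks – low control EC20 acetylcholine (0%), high control EC100 acetylcholine (100%) · Replication – singlicate, one well per test compound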
# M4 PAM = positive allosteric modulators of human muscarinic M4 receptor; CHO-K1 hM4/Gqi5, Fluo-8 calcium fluorescence, ACh EC20; 0% = ACh EC20, 100% = maximal ACh; hit rate 0.4% among 360,000; AID 624126; activation, % at 3 µM; P08173;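 active = activation above its plate's cutoff, the mean activation of sample wells plus 3 SD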; also: some results filed as inactive read as strong as hits
# Active calls of the source: *; . = no result given.
SMILES,M5 antag,CHRM5 agonist,CRFR2-BP ag,CHRM1 antagonist,CHRM4 antagonist,CHRM4 agonist,CHRM1 PAM,M5 PAM,M4 PAM
CSc1nnc(CSc2cc(C)nc(N(C)C)n2)o1,-5,-1,-0.1,-1,-3,1,7,0,8
CCC(C)C(=O)Nc1nnc(SCC(=O)NC2CCCC2)s1 (stereo not given),-16,3,-1.4,9,1,1,-8,12,1
CCc1nc2ccc(C(=O)N(CC)CCN(C)C)cn2c1N(C)Cc1ccc(OC)cc1,2,-3,.,1,-1,1,-3,-4,-1
C#CCOCCOCCOCCNc1nc(N2CCN(C(=O)CCCCCCCCCCNC(=O)Cn3cc(CCCCCN)nn3)CC2)nc(N2CCN(C(=O)CCCCCCCCCCNC(=O)[C@H](CO)n3cc(CCCSC)nn3)CC2)n1,-2,-3,1.4,8,0,6,-12,4,-3
O=C1CN(C(=O)COC(=O)[C@@H]2CC(O)CN2S(=O)(=O)c2ccc(Cl)cc2)c2ccccc2N1 (stereo not given in full),9,1,0.3,14,11,0,-11,-7,-1
N#CC1=C2SCN(Cc3ccccc3)CN2C(=O)CC1c1cccs1 (stereo not given),1,-1,-1.9,-2,-19,2,-3,-5,7
NS(=O)(=O)c1ccc(NC(=O)c2ccc3c(c2)CCN3S(=O)(=O)c2ccccc2)cc1,3,-9,2.2,28,-1,0,-13,1,-11
Cc1noc(C)c1CSCC(=O)Nc1ccc(OC(F)F)c(Cl)c1,3,1,0.2,1,-4,8,-4,-6,-7
COc1ccccc1C(NC(=O)C1CCCCC1)c1c(O)ccc2ccccc12 (stereo not given),-5,-3,0.1,5,5,0,-4,1,-4
CC(C)(C)OC(=O)NCCCCCNC(=O)c1[nH]cnc1C(=O)Nc1nccs1,8,2,-0.1,1,3,2,-3,-1,1
Cc1ccc(S(=O)(=O)N(C)C)cc1NC(=O)C(C)OC(=O)C1CCC1 (stereo not given),4,4,-1.3,-8,1,0,3,1,4
CCCCN(C(=O)c1cccc(N2C(=O)c3ccccc3C2=O)c1)c1c(N)n(CCCC)c(=O)[nH]c1=O,5,-3,-1.1,-3,-15,0,2,-5,4
CC(=O)CSc1nc2c(c(=O)[nH]c(=O)n2C)n1CCCc1ccccc1,3,2,-0.9,-7,-13,2,3,-2,-3
COc1cc(NC(=O)c2ccco2)c(OC)cc1NC(=O)Nc1ccccc1Cl,3,0,1.4,30*,-20,4,-21,-3,-1
COc1ccc2c(c1)CCCN2C(N)=Nc1ccc(Cl)cc1,22,-2,-1.1,5,22,9,-9,-15,-17
CCC(C)(C)NC(=O)C(c1ccccc1Cl)N(C(=O)CCC(=O)Nc1cc(C)on1)C(C)(C)C (stereo not given),13,-4,-0.1,-14,-4,-1,17,6,1
CC(C)(C)c1ccc(S(=O)(=O)Nc2ccc3c(c2)COC3=O)cc1,4,0,12,-2,1,4,0,-7,-9
COc1ccccc1-n1c(SCC(=O)N2CCOCC2)nc2cccnc21,9,2,-0.8,-9,-10,1,14,7,10
COc1ccc(-n2c(SCC(N)=O)nnc2-c2ccc(NS(=O)(=O)c3ccc(C)cc3)cc2)cc1,-2,-6,3.9,0,17,1,1,-1,8
CCOc1ccc(N2C(=O)C3Sc4[nH]c(=O)sc4C(/C=C/c4ccccc4)C3C2=O)cc1 (stereo not given),7,0,3.6,4,-2,1,-3,-5,0
COc1ccc([C@@H]2CC(=O)[C@@H]3CN(S(=O)(=O)c4ccc(Cl)cc4)[C@H](c4ccc(C)cc4)C[C@@H]3N2S(=O)(=O)c2ccccc2)cc1,8,-1,.,-29,-14,1,5,-4,12
O=S(=O)(c1ccc(F)cc1)c1snnc1-c1ccccc1,9,-10,-0.6,-8,3,-2,-5,-10,-2
COc1ccc(C(=O)CSc2nnnn2Cc2ccccc2)cc1,1,-3,-1.4,-13,0,2,5,-3,0
CC(=O)NC(c1ccccc1)c1nc(-c2ccccc2)cs1 (stereo not given),4,1,.,1,-4,1,-1,-1,-2
Cc1ccc(NC(=S)N2CCC(NC(=O)c3ccc(C)cc3)CC2)cc1,15,-3,-1.6,7,-1,0,-2,0,0
# Following part.
SMILES,M5 antag,CHRM5 agonist,CRFR2-BP ag,CHRM1 antagonist,CHRM4 antagonist,CHRM4 agonist,CHRM1 PAM,M5 PAM,M4 PAM
O=C(NNC(=O)c1ccccc1O)c1ccc(Cl)c(S(=O)(=O)N2CCCCC2)c1,-6,2,0.2,10,5,12,-8,-10,-5
Nc1ccc(-c2cnc3ccccc3n2)cc1,8,-2,-1.3,7,4,0,-1,-3,-7
COC(=O)CN(C)C(=O)CC1C(=O)NCCN1CC(C)(C)C (stereo not given),-9,3,-1.2,1,0,1,10,11,-1
O=C(NCCNC(=O)c1cccc(O)c1)c1cccc(O)c1,3,-1,2.9,3,-11,-1,-1,0,2
O=[N+]([O-])c1ccc(Cl)c(NC(=S)N2CCCC2)c1,5,-2,-3.0,-10,12,1,9,0,-4
COCCN(CC(=O)NCC1CCCO1)C(=O)CCC(=O)Nc1cc(C)on1 (stereo not given),-11,2,0.8,-25,-11,0,9,11,0
O=C(CN1C(=O)c2ccccc2C1=O)Nc1cccc(Cl)c1,15,-4,-0.7,-4,9,1,-2,-8,-8
NS(=O)(=O)c1ccc(NC(=O)COC(=O)CCC2CCCC2)cc1,13,5,2.0,2,5,2,-3,-7,-6
Cc1ccc(C(=O)OCC(=O)NC2CC2)s1,2,2,4.1,0,3,0,-5,1,-2
COc1ccc(N(CC2CO2)S(=O)(=O)c2ccc(C)cc2)cc1 (stereo not given),-3,-1,-0.9,-6,-16,1,3,4,8
C=CCn1c(Cc2csc(N)n2)nnc1SCC(=O)Nc1ccc(C(=O)OCC)cc1,-2,-2,2.1,2,0,1,1,1,-4
COC(=O)c1sc2nc3c(cc2c1N)COC(C)(C)C3,9,-1,-1.7,-16,4,0,6,4,4
Cc1ccc(C)n1-c1ccc(C#N)cn1,15,2,-0.8,14,7,0,2,-2,0
CCOc1ccc(-n2c(=S)sc3c(=O)[nH]c(SCC(=O)C(C)(C)C)nc32)cc1,13,2,0.3,15,1,1,-5,-13,-10
Cc1ccc(C(=O)O)cc1-c1ccc(C=C2C(=O)c3ccccc3C2=O)o1,-13,1,75*,11,-1,1,-10,-3,1
O=C(O)c1ccc(/C=N/NC(=O)c2ccc(Br)cc2)cc1,-3,-1,-3.1,-8,-1,0,5,-1,5
CCNS(=O)(=O)c1ccc(NC(=O)c2ccccc2)cc1,7,0,-1.8,-4,-3,4,8,-6,2
CCCCC1OC2(C)OC(=N)C1(C#N)C(C#N)(C#N)C2c1ccccc1 (stereo not given),10,2,20,-6,2,2,6,-3,1
CC[C@@]1(C(=O)OC)N[C@H](CN(C)C(=O)c2ccc(C(C)(C)C)cc2)[C@@H]2C(=O)N(Cc3ccccc3)C(=O)[C@@H]21,-8,3,-0.5,4,-5,15,-13,-8,-7
O=C(NCc1ccco1)c1ccc2c(c1)OCCO2,1,-2,-0.4,-4,1,1,6,-4,2
CC(NS(=O)(=O)c1ccc(F)cc1)C(c1cccs1)N1CCOCC1 (stereo not given),-3,0,-1.2,-19,54*,1,17,-6,-14
CC1CCCC(NC(=O)CSc2nnc(-c3cccnc3)o2)C1C (stereo not given),-3,-1,2.5,-8,-12,2,3,-1,2
CCN(CC(=O)Nc1c(F)cccc1F)C(=O)Cc1sc(C)nc1-c1ccc(F)cc1,0,1,-0.6,-10,-5,1,8,1,9
COc1cccc(N2CCN(C(=O)c3cn(Cc4ccccc4)nc3-c3cccnc3)CC2)c1,7,4,0.4,-5,-8,4,11,1,9
Cc1ccc(CNC(=O)CSc2ccc(-c3ccco3)nn2)cc1,4,1,-0.4,1,-4,0,-4,-4,4
# More structures:
SMILES,M5 antag,CHRM5 agonist,CRFR2-BP ag,CHRM1 antagonist,CHRM4 antagonist,CHRM4 agonist,CHRM1 PAM,M5 PAM,M4 PAM
CCOc1ccc(OCC)c(NC(=O)C2CCN(c3ncccn3)CC2)c1,4,-4,-1.9,-12,-10,0,10,-2,6
O=C(Cc1ccccc1)NC(C(=O)O)C(O)c1ccc([N+](=O)[O-])cc1 (stereo not given),-4,-2,-0.8,-8,-7,1,11,6,6
C/C(Nc1ccccc1C(F)(F)F)=C1/CCOC1=O,-4,5,1.5,-7,2,1,5,9,9
O=C(C1Cc2ccccc2CN1S(=O)(=O)c1ccc(F)cc1)N1CCCCC1 (stereo not given),4,0,31,2,1,-1,7,0,1
Cc1ccc(C)c(N2CCN(C(=O)c3ccc(Cn4c(=S)[nH]c5ccc(N6CCOCC6)cc5c4=O)cc3)CC2)c1,3,2,0.2,-5,2,1,2,1,-5
Cc1cccc(OCCCCCn2ccnc2)c1C,-2,-5,1.4,1,6,4,-3,-5,-4
CCN1C(=O)C2CCCCN2c2ccc(C(=O)NCCOC)cc21 (stereo not given),1,-3,0.3,-11,-21,0,6,0,6
CCOC(=O)C1C(=O)C=C(/C=C/c2ccccc2)CC1c1ccc(Cl)cc1 (stereo not given),-5,2,3.0,-6,0,0,4,6,3
CCCCOc1c(Br)cc(/C=C2\N=C(C)OC2=O)cc1OCC,-5,-2,-0.1,-2,7,1,1,3,5
COCCN(C(=O)c1cc(-c2ccccc2Cl)nc2ccccc12)c1c(N)n(CC(C)C)c(=O)[nH]c1=O,-6,3,0.1,-3,-16,1,10,1,5
CCOc1ccc(S(=O)(=O)N(CC(=O)N/N=C/c2cccs2)c2ccc(C)cc2)cc1,2,1,-1.2,-6,-10,-1,5,-3,-1
CC(NC(=O)COC(=O)C1CC1C)c1cccc(Cl)c1 (stereo not given),1,2,0.1,17,8,10,-4,-3,-4
CC(C)N(C(=O)[C@H]1CC(CC(=O)NCCc2ccccn2)C(=O)N2CCc3c([nH]c4ccccc34)[C@]12C)C(C)C (stereo not given in full),2,-1,-2.1,2,-5,0,-3,4,2
Nc1[nH]c(C(=O)c2ccccc2)c(-c2ccc(Br)cc2)c1C(=O)NC1CCCCC1,0,5,.,.,-9,0,.,3,11
CCO[C@@H]1OC(C(=O)Nc2ccccc2)=C[C@H](c2coc3ccccc3c2=O)[C@H]1CCCO,8,-2,-0.2,11,4,2,-8,-2,-1
O=c1cc2n(c(=O)[nH]1)CCC1=C2CCCC1,-4,-7,1.7,1,-4,0,4,8,11
O=C(NCC1CCCO1)C(c1ccc(F)cc1)N(Cc1ccc2c(c1)OCO2)C(=O)c1ccc(CN2CCOCC2)o1 (stereo not given),-3,0,0.4,-8,7,1,9,1,-2
Cc1csc(Sc2ccc([N+](=O)[O-])cc2C(=O)OCC(=O)NC2CCCC(C)C2C)n1 (stereo not given),3,-2,0.8,-1,0,1,1,-3,2
CSc1ccccc1-c1cnc2cccnn12,2,-1,.,-16,-8,0,10,0,9

# Grouped by structure: the entries above with bromine.
SMILES,M5 antag,CHRM5 agonist,CRFR2-BP ag,CHRM1 antagonist,CHRM4 antagonist,CHRM4 agonist,CHRM1 PAM,M5 PAM,M4 PAM
O=C(O)c1ccc(/C=N/NC(=O)c2ccc(Br)cc2)cc1,-3,-1,-3.1,-8,-1,0,5,-1,5
CCCCOc1c(Br)cc(/C=C2\N=C(C)OC2=O)cc1OCC,-5,-2,-0.1,-2,7,1,1,3,5
Nc1[nH]c(C(=O)c2ccccc2)c(-c2ccc(Br)cc2)c1C(=O)NC1CCCCC1,0,5,.,.,-9,0,.,3,11
